Screens (PubChem BioAssay)
LRH-1 inv ag: inverse agonists of human LRH-1 (NR5A2); O00482; HEK293T StAR-luciferase reporter, LRH-1 transfected, 24 h; inhibition, % at 3.6 µM; 360,000 tested, 0.13% active; AID 602396;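 active means inhibition above the mean inhibition of all tested compounds plus 3 SD, cut at about 73% in these data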;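 further: 0% = DMSO wells and 100% = reporter-only cells lacking LRH-1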
Target sequence (O00482 whole entry, looked up): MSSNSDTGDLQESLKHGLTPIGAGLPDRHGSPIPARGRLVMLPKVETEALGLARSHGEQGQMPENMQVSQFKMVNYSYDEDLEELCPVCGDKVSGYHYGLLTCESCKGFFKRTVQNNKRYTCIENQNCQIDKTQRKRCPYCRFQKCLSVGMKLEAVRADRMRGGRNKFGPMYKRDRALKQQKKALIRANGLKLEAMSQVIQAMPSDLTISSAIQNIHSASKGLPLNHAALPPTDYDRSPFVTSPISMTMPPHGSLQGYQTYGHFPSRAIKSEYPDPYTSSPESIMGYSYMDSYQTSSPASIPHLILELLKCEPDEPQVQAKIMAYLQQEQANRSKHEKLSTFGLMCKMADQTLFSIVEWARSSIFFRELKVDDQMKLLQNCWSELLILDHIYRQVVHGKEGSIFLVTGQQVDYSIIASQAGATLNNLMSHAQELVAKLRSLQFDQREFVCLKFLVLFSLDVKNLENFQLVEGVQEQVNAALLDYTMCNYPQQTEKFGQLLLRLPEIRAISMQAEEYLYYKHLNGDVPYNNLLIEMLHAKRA
COUP-TFII inh: inhibitors of human COUP-TFII (NR2F2); P24468; HEK293T NGFI-A luciferase reporter, luminescence; inhibition, % at 8.6 µM; 370,000 tested, 0.7% active;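 active means inhibition above a per-plate cutoff, mean inhibition of test wells between control levels plus 3 SD, cut at about 38% in these data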;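 further: cells cotransfected with COUP-TFII expression vector driving the NGFI-A reporter; 0% = median of COUP-TF2 test wells and 100% = reporter-only cells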
Target sequence (P24468 whole entry, looked up): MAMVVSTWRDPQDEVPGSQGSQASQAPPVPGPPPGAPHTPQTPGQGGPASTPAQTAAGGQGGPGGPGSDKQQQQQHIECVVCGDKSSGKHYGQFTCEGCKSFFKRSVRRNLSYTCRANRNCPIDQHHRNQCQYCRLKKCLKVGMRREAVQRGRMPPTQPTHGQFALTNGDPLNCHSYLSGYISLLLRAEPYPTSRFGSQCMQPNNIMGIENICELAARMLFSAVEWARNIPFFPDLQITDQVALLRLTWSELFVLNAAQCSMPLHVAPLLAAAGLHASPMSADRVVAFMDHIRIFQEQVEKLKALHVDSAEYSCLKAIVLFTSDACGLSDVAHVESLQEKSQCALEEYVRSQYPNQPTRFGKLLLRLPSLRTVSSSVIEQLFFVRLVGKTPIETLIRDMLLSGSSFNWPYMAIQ
SRC2 inh: human SRC2 (NCOA2) inhibition | Q15596 | HEK293 GAL4-SRC2 luciferase reporter, luminescence | inhibition, % at 9 µM | 370,000 tested, 0.17% active | AID 651957;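 active means inhibition above the mean inhibition of all tested compounds plus 3 SD, set per campaign, cut at about 52% in these data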;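 further: 0% = DMSO treated cells and 100% = cells given Gossypol at 36 µM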
KKLEB tox: reduces viability of KKLEB cystic fibrosis airway cells | KKLEB CF airway cells viability, ATPlite luminescence, overnight; hits give low values; cells stimulated with P. aeruginosa culture filtrate | activity change (cytotoxicity), % at 5 µM | 360,000 tested, 0.36% active | AID 602141;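 active means corrected activity change at or below -50% at 5 µM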
TROY NFkB inh: inhibitors of TROY-dependent NF-kB signaling; AID 1347056; Q293 LMP1-TROYcd NF-kB luciferase reporter, 4 h; inhibition, % at 10 µM; 360,000 tested, 0.98% active;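 active means compounds whose plate-normalised and pattern-corrected inhibition of the luciferase reporter signal at the single screening dose is 50% or more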
SRC3 inh: inhibitors of human steroid receptor coactivator 3 (SRC3). HEK293 GAL4-SRC3 luciferase reporter, luminescence. inhibition, % at 3.6 µM. Q9Y6Q9. 360,000 tested, 0.17% active;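 active means inhibition above a per-campaign cutoff, the mean of all compounds plus 3 SD, cut at about 60% in these data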;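 further: 0% = DMSO-treated cells and 100% = gossypol-treated cells at 36 µM; higher means less SRC3-driven luciferase light from the GAL4 reporter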
CF NFkB block: blocks PAF-induced NF-kB reporter in cystic fibrosis cells | inhibition, % at 5 µM | KKLEB NF-kB-GFP reporter, GFP fluorescence overnight | AID 588850 | 360,000 tested, 0.86% active;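 active means at least 50% inhibition at 5 µM, scaled per plate between neutral and stimulator controls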;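 further: PAF is a Pseudomonas aeruginosa culture filtrate used as stimulus; plate controls were PAF-stimulated DMSO wells for no effect and unstimulated DMSO wells for full effect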
TWEAK-Fn14 inh: blocks TWEAK-Fn14 interaction in a reporter cell assay. TWEAK-stimulated Fn14 reporter cells, luciferase luminescence, 8 h. inhibition, % at 10 µM. 360,000 tested, 2% active. AID 1159606; in the data active means inhibition above about 50%
SRC1 inh: inhibitors of human steroid receptor coactivator 1 (SRC1); 360,000 tested, 0.12% active; Q15788; HEK293 GAL4-SRC1 luciferase reporter, luminescence; inhibition, % at 3.6 µM;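 active means inhibition above the campaign mean plus 3 SD, with each screening campaign given its own cutoff, cut at about 60% in these data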;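 further: 0% = DMSO treated cells and 100% = gossypol at 36 µM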
LMP1 NFkB inh: Epstein-Barr LMP1 NF-kappaB reporter inhibition; AID 504558; inhibition, % at 12.5 µM; 350,000 tested, 0.69% active; LMP1-induced NF-kappaB luciferase reporter cells, luminescence; in the data active means inhibition above about 41%;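 further: 0% = neutral control wells and 100% = reference inhibitor control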
TRAIL sens C8: caspase-8 TRAIL sensitization | NB7+C8 cells + TRAIL, ATPlite viability luminescence | inhibition (viability loss, TRAIL sensitization), % at 10 µM | 360,000 tested, 1% active | AID 624354;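 active means compounds causing at least 50% loss of cell viability in the single-dose screen, relative to plate controls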
An asterisk follows results filed as active; x = no result given.

SMILES	LRH-1 inv ag	COUP-TFII inh	SRC2 inh	KKLEB tox	TROY NFkB inh	SRC3 inh	CF NFkB block	TWEAK-Fn14 inh	SRC1 inh	LMP1 NFkB inh	TRAIL sens C8
CC(C)n1c(=O)[nH]c2cc(C(=O)Nc3ccccc3)ccc21	-69	-33	-21	-3	-38	-36	-7	-24	-88	6	-7
Cc1cc(NC(=O)CSc2nc3ccccc3s2)no1	9	-10	11	-18	-14	-1	15	-6	-10	-3	-13
COc1cccc(-c2nc(C(=O)NCCCN3CCOCC3)cc3c2[nH]c2ccccc23)c1	15	-8	-6	-2	-12	10	-23	-10	-2	-10	9
S=C1NCN(Cc2ccco2)CN1c1ccccc1	1	-14	7	0	-30	8	0	-32	4	-5	-21
COc1cccc(NC(=O)c2ccccc2F)c1	-144	-36	-15	2	-77	-102	-3	-9	-81	1	37
Cc1ccc(C)c(C(O)c2ncc(-c3ccc4ccccc4c3)[nH]2)c1 (stereo not drawn)	-16	6	-11	3	-16	-2	4	18	-8	x	-15
COc1ccc(-c2noc(CCC(=O)NCCN3CCN(c4ccccc4F)CC3)n2)cc1	9	20	1	5	23	16	-4	14	3	13	2
COc1ccc(OC)c(/C=C2\Oc3cc(OCC(=O)N4CCC[C@H]4C(=O)O)ccc3C2=O)c1	-11	x	x	-5	8	-19	15	-1	1	-2	-2
Cc1nn(CC(=O)Nc2c(C)n(C)n(-c3ccccc3)c2=O)c(C)c1[N+](=O)[O-]	-2	-4	17	-4	-1	9	6	11	5	2	-6
COc1cnn(-c2ccccc2)c(=O)c1OC	7	15	16	-5	3	4	7	-15	-1	-6	19
COc1ccc(NC(=O)CSc2nc3ncccc3[nH]2)cc1OC	-8	-23	17	16	-20	-8	-29	8	6	-2	4
O=C(CSc1ccc2nnc(-c3ccccn3)n2n1)Nc1ccccc1C(F)(F)F	-2	10	-11	13	-8	16	1	-5	20	1	4
CCOc1ncccc1C(=O)OCC(=O)Nc1ccc2c(c1)OCCO2	-21	-6	-11	15	-31	5	-28	-4	-56	-6	-2
Cc1nc2ccc(NC(=O)CSc3ccccc3)cc2s1	-90	-27	-47	1	-68	-65	17	4	-96	-49	18
O=C(NC(=S)Nc1ccccc1Cl)c1cnn2c(C(F)(F)F)cc(C(F)(F)F)nc12	4	15	-7	-2	-7	12	19	9	5	x	-14
O=S(=O)(Nc1ccc2c(c1)OCCO2)c1cccs1	15	-10	31	-7	74*	30	-6	90*	28	13	-12
O=c1c2ccccc2nc(/C=C/c2cc(Br)ccc2O)n1CCCO	12	-5	8	-15	12	19	27	69*	12	-13	-13
COc1ccccc1N1CCN(CC(=O)Nc2nccs2)CC1	-16	1	-18	10	-5	-15	-5	6	11	5	14
CCC(=O)Nc1ccc(C(=O)NNC(=O)COc2cccc(C)c2)cc1	2	3	-26	11	5	20	-9	-3	-7	6	-6
COc1ccc(C(CNC(=O)COc2ccc(F)cc2Br)N2CCCC2)cc1 (stereo not drawn)	7	-19	9	1	-15	17	4	-8	8	-5	2
Cc1ccc(-n2ncc3c2CC(C)(C)CC3NC(=O)c2cc[n+]([O-])cc2)cc1 (stereo not drawn)	13	13	-36	6	-2	-4	-46	4	10	-3	-4
COc1ccc(CCN2C(=O)CSC2=Nc2ccc(C)cc2C)cc1OC	20	10	0	-9	32	11	22	-6	-9	9	-5
O=C(CSc1nc2ccccc2o1)N/N=C/c1ccc(O)c(O)c1	-32	-24	-48	3	-37	-60	-6	-11	-52	-11	10
COCCCNc1oc(-c2cccs2)nc1S(=O)(=O)c1ccc(C)cc1	0	9	3	-8	15	23	-4	-6	5	3	-7
O=C(NCc1ccccn1)c1ccc(OC2CCN(Cc3ccc(F)cc3F)CC2)cc1	3	-3	0	-10	9	13	-7	1	25	4	3
CC(OC(=O)c1ccccc1CCc1ccccc1)C(N)=O (stereo not drawn)	19	3	2	-10	16	7	10	16	-24	-12	17
O=[N+]([O-])c1ccc(N2CCCC2)cc1NCc1ccccc1	17	12	4	-3	-2	4	1	-52	3	-6	3
COP(=O)(CC(=O)c1ccccc1)CC(=O)c1ccccc1	6	9	-22	-2	-10	5	19	5	9	-7	-4
COc1ccc(S(=O)(=O)N(C)C[C@H]2Oc3ccc(NS(=O)(=O)c4ccc(F)cc4)cc3C(=O)N([C@H](C)CO)C[C@@H]2C)cc1	16	9	-8	-10	-4	-2	2	-19	-7	1	0
CCOc1ccc(/C=C/C(=O)N(CC)CC(=O)NCc2cccs2)cc1OC	-36	13	16	-12	18	9	13	-22	-10	1	-11
CC(C)(C)c1ccc(S(=O)(=O)N2CCN(CC(O)COCC3CCCO3)CC2)cc1 (stereo not drawn)	4	9	-33	2	-9	-4	-11	2	-4	2	0
COC(=O)c1ccccc1S(=O)(=O)N1CCC(NC(=O)c2ccccc2)CC1	8	17	3	-6	-5	0	17	10	2	4	5
O=C(Nc1ccn(CCCN2CCN(c3ccccn3)CC2)c(=O)n1)OCc1ccccc1	-1	-3	-23	-6	9	7	-11	0	-1	14	-12
O=C(O)C1C2CCC(C2)C1C(=O)Nc1ccccc1 (stereo not drawn)	-12	9	-6	0	0	-1	-8	0	-1	5	-17
C=CC(COCc1ccccc1)N(Cc1ccc(OC)cc1)S(=O)(=O)c1ccccc1Br (stereo not drawn)	8	3	-2	-14	-5	11	25	-11	-7	2	4
O=C(NNC(=O)c1cc(O)c(O)c(O)c1)NC1CCCCC1	-4	2	5	10	-62	-14	-4	-37	-6	-3	2
COc1c(/C=N/NC(N)=S)c(C)nn1-c1ccccc1	45	-3	11	8	-8	6	-13	9	-18	4	-1
O=C(COc1ccccc1)NCC(=O)N/N=C/c1ccccc1	5	-9	17	5	-2	3	-4	5	7	-1	-5
COc1ccc(N2CCN(c3oc(Cc4ccccc4)nc3C#N)CC2)cc1	-26	10	-1	1	0	18	5	2	5	3	6
CCCS(=O)(=O)C/C(N)=N/OC(=O)c1ccc(Cl)cc1	-24	5	3	-11	-42	-3	9	-5	-10	-10	-5
CCCOc1ccc(C(C)=O)cc1CC(C(=O)OCC)C(=O)OCC	13	12	13	-9	-2	10	0	-8	1	-22	7
CC(C)c1ccc(NC(=O)C2(C)Cc3c(-c4cccc(C(N)=O)c4)ccnc3O2)cc1 (stereo not drawn)	-1	-2	-24	0	-16	-4	-142	-33	12	x	18
O=[N+]([O-])c1cc([N+](=O)[O-])c(Oc2c(F)cc(F)cc2F)cc1NN1CCCCC1	-1	4	-18	-14	-7	10	17	1	11	-21	-1
O=C1NC(=O)C([N+](=O)[O-])=C(O)C1=O	-28	2	6	3	-11	11	-24	14	-6	-5	-9
CCCNC(=O)C(Cc1cccc(OC)c1)NC(=O)c1ccc(C(C)(C)C)cc1 (stereo not drawn)	-1	-1	-8	-5	-38	2	5	-8	-2	-6	-13
COCCN1C(=O)N[C@@H](c2cccc(F)c2)C(C(C)=O)=C1C	11	2	11	12	-9	12	-12	7	8	7	-1
CCc1oc2c(C)c(O)ccc2c(=O)c1-c1ccc2ccccc2n1	-3	-7	-9	34	13	16	1	16	6	-6	39
COc1ccc(NC(=O)C(=O)N/N=C/c2cc(C)n(-c3cccc(Cl)c3Cl)c2C)c(OC)c1	7	-3	12	-6	-26	-3	-13	-4	-7	7	-2
COCCCN1C2=C(C(=O)CC(C)(C)C2)C(c2ccc(O)c(OC)c2)C2=C1CC(C)(C)CC2=O	10	11	-3	-16	-1	-9	-3	-3	6	4	-15
Cc1ccc(-n2cccn2)c(CN2CCCC(C(=O)c3ccc4c(c3)OCO4)C2)c1 (stereo not drawn)	4	12	14	-16	-2	24	-2	-13	8	4	3
COc1ccccc1C(CNC(=O)C(CCSC)NC(=O)c1ccccc1Cl)N1CCCC1 (stereo not drawn)	2	-8	16	7	-18	17	10	-15	12	-1	-12
CC(=O)Nc1cccc(C(=O)NNC(=O)c2n[nH]c(=O)c3ccccc23)c1	1	-1	-11	10	-15	-11	-2	16	10	-3	-8
O=C(NCCc1ccc(Cl)cc1)C1CCCN1C(=O)Nc1ccc(F)cc1 (stereo not drawn)	4	8	-6	13	-4	8	0	2	19	-6	-4
CCC(C)C(NC(=O)C1CCC(C)CC1)C(=O)NCc1cccnc1 (stereo not drawn)	3	14	-2	2	-20	11	-5	4	-2	5	-6
COCCn1cnnc1SCC(=O)Nc1cccc(S(=O)(=O)N(C)c2ccccc2)c1	-8	2	19	7	-6	22	2	1	-3	-1	-2
CC(C)(C)n1nnnc1C(c1cccc(C(F)(F)F)c1)N1CCOCC1 (stereo not drawn)	9	2	13	6	5	12	-17	3	7	-7	-5
Cc1occc1-c1nnc(SCC(=O)NC2CC2)n1C	-2	5	15	3	-22	4	5	2	8	4	-8
Cc1cc(Cl)c(OCCCCN2CCOCC2)c(Br)c1	8	2	7	5	-14	8	2	-7	0	-16	9
CC1(C(=O)NCc2ccco2)Cc2c(-c3cccc(C(N)=O)c3)ccnc2O1 (stereo not drawn)	57	-24	-17	-18	-1	2	15	28	7	x	10
COc1ccc(-c2nnn(CC(=O)NC3CCCc4ccccc43)n2)cc1OC (stereo not drawn)	23	0	20	-4	-3	-15	-4	-6	-2	5	13
The results go on:
SMILES	LRH-1 inv ag	COUP-TFII inh	SRC2 inh	KKLEB tox	TROY NFkB inh	SRC3 inh	CF NFkB block	TWEAK-Fn14 inh	SRC1 inh	LMP1 NFkB inh	TRAIL sens C8
COc1ccc(OC)c(NC(=O)c2ccc(NC(C)=O)cc2)c1	4	9	-20	-4	8	20	-8	8	-47	7	2
CCN(CC)S(=O)(=O)c1ccc(NC(=O)Cc2cccs2)cc1	2	5	5	8	-2	5	-14	-10	-11	-6	1
O=C(COC(=O)/C=C/c1ccc(S(=O)(=O)N2CCOCC2)cc1)Nc1ccc(F)c(F)c1F	2	1	-10	-8	-5	-3	4	-5	4	2	-1
CNC(=O)c1cc(NC(=O)CCn2nc(-c3ccccc3)c3ccccc3c2=O)ccc1OC	-10	-4	20	-2	-3	12	10	0	-11	1	22
C=CCn1c(N2CCCC2)nc2c1c(=O)[nH]c(=O)n2C	2	0	17	0	12	-4	1	3	9	-1	4
CC(=O)c1cccc(NC(=O)c2cnccn2)c1	-15	15	-1	-14	-1	1	2	-1	6	1	4
O=C(CN1CCOCC1)NNc1nc(-c2ccccc2)c2cc(Br)ccc2n1	17	2	14	-8	-20	11	16	8	-8	3	-14
c1ccc(COc2cccc(CN3CCN(c4ccccn4)CC3)c2)cc1	16	4	-26	-3	0	6	-8	10	-4	-1	-7

Given comma-delimited: three of the compounds above.
SMILES,LRH-1 inv ag,COUP-TFII inh,SRC2 inh,KKLEB tox,TROY NFkB inh,SRC3 inh,CF NFkB block,TWEAK-Fn14 inh,SRC1 inh,LMP1 NFkB inh,TRAIL sens C8
CC(=O)c1cccc(NC(=O)c2cnccn2)c1,-15,15,-1,-14,-1,1,2,-1,6,1,4
O=C(CN1CCOCC1)NNc1nc(-c2ccccc2)c2cc(Br)ccc2n1,17,2,14,-8,-20,11,16,8,-8,3,-14
c1ccc(COc2cccc(CN3CCN(c4ccccn4)CC3)c2)cc1,16,4,-26,-3,0,6,-8,10,-4,-1,-7
